Gli-Sufu antag = Gli-Sufu pathway antagonists, primary screen, luciferase luminescence, Sufu-KO-LIGHT cells, uHTS; Sufu-KO-LIGHT fibroblasts, Gli luciferase reporter luminescence; inhibition, % at 5 µM; 340,000 tested, 0.74% active; AID 588413, 2011;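 active means inhibition above about 55%, limit read from the data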;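 further: 0% = DMSO-treated cells and 100% = wells with medium but no cells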
MPTP inh = mitochondrial permeability transition pore inhibitors, primary screen, biochemical, isolated mouse mitochondria, absorbance; inhibition, % at 10 µM; 360,000 tested, 1.4% active; Ca2+ swelling absorbance, 30 min; AID 602449, 2012;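 active means inhibition of 50% or more, scaled per plate between neutral and stimulator controls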;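 further: 0% = DMSO wells given calcium and 100% = 1 mM EGTA wells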
EBI2 antag = EBI2 receptor antagonists, beta-arrestin recruitment, primary screen, cell-based, luminescence, 7a,25-OHC stimulation, uHTS; G-protein coupled receptor 183 (Homo sapiens), P32249; 7a,25-OHC stimulated; inhibition, % at 5 µM; 360,000 tested, 0.81% active; in the data active means inhibition above about 38%;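 further: enzyme fragment complementation signal reports receptor beta-arrestin coupling in cells; 0% = agonist plus DMSO wells and 100% = wells without agonist; some results beyond the cut were filed as inactive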
Target sequence (P32249 whole entry, looked up, the tested form may be a part): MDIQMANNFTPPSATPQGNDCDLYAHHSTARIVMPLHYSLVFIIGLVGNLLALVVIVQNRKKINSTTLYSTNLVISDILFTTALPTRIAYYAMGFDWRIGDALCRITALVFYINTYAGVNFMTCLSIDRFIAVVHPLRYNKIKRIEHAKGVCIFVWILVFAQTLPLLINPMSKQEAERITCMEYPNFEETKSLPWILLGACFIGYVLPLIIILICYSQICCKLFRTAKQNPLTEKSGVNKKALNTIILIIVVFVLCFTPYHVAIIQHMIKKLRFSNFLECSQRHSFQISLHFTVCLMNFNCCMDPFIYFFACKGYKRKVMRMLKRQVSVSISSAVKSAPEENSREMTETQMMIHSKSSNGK
CCR6 antagonist = CCR6 receptor antagonists, primary screen, cell-based, CHO-K1, luminescence, beta-arrestin, uHTS. C-C chemokine receptor type 6 (Homo sapiens), P51684. CHO-K1 CCR6 PathHunter beta-arrestin, CCL20-stimulated. inhibition, % at 20 µM. 340,000 tested, 0.49% active. AID 493098, 2011;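 active means compounds whose inhibition of the agonist-driven luminescence signal at 20 µM reaches about 50%, limit read from the data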;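 further: cells stimulated with CCL20 at 14 nM final; plate controls were DMSO with CCL20 for no effect and DMSO without agonist for full effect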
CXCR6 inh = CXCR6 receptor inhibitors, primary screen, cell-based, beta-arrestin, luminescence, CHO-K1 PathHunter, 1536-well. C-X-C chemokine receptor type 6 (Homo sapiens), O00574. inhibition, % at 20 µM. 360,000 tested, 0.36% active. AID 602244, 2012; in the data active means inhibition above about 34%, passing the limit was not always enough;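 further: antagonist mode with CXCL16 agonist at 10 nM final; 0% = 10 nM CXCL16 with DMSO and 100% = unstimulated wells without agonist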
APOBEC3G inh = APOBEC3G DNA deaminase inhibitors, primary screen, biochemical, fluorescence, single-stranded DNA substrate, uHTS. recombinant A3G, ssDNA deamination FAM/TAMRA fluorescence. inhibition, % at 20 µM. 330,000 tested, 0.28% active. AID 493012, 2011;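 active means inhibition of at least 40% at 20 µM, with no more than 30% in the related APOBEC3A deaminase screen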;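 further: plate controls were DMSO wells with A3G for no effect and wells lacking A3G enzyme for full effect; some compounds called inactive have numbers as strong as hits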
Target sequence (Q9HC16 whole entry, looked up): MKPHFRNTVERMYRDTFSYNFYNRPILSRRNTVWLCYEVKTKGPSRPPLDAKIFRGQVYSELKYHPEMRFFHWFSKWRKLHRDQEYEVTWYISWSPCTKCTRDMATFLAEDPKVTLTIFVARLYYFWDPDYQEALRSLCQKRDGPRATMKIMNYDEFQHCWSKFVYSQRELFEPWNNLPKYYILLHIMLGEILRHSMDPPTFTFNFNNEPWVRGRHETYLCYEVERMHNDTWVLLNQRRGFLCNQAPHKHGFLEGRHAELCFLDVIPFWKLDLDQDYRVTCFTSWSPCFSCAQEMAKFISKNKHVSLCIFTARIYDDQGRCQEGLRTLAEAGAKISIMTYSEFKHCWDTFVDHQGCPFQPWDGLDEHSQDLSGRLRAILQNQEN
GRIN3A LBD mod = binders of NR3A ligand-binding domain, primary screen, biophysical, differential scanning fluorimetry, uHTS | 340,000 tested, 2.5% active | Tm shift relative to glycine control, % at 25 µM | NR3A LBD differential scanning fluorimetry, Tm shift; 0% = protein alone, 100% = glycine-bound protein;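 active means melting temperature shift of at least 10% of the positive control shift, at one fixed dose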
A3A deaminase = APOBEC3A ssDNA deaminase inhibitors, primary screen, selectivity assay for APOBEC3G inhibitor project, biochemical, FAM/TAMRA oligo cleavage fluorescence | recombinant A3A, FAM/TAMRA ssDNA deamination fluorescence | inhibition, % at 20 µM | 330,000 tested, 0.41% active | AID 493011, 2011;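 active means at least 40% inhibition at 20 µM here, with at most 30% in a related deaminase screen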;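 further: plate controls were A3A with DMSO for no effect and wells lacking A3A enzyme for full effect; some results filed as inactive read as strong as hits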
Target sequence (P31941 whole entry, looked up): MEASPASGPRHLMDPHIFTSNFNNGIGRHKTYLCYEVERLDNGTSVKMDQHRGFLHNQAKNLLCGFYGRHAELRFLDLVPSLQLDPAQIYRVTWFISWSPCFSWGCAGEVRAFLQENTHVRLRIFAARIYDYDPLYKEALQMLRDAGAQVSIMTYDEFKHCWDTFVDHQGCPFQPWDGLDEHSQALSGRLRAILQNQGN
* = called active by the depositor; x = not tested or not shown.

SMILES	Gli-Sufu antag	MPTP inh	EBI2 antag	CCR6 antagonist	CXCR6 inh	APOBEC3G inh	GRIN3A LBD mod	A3A deaminase
O=C1C=C(c2cccc(Br)c2)C[C@@H](c2ccc(Cl)cc2)C1	0	0.6	46*	19	-10	-5	-1	-1
Cc1c(N(C(=O)c2ccccn2)C2(C(=O)NC3CCCCC3)CCCCC2)c(=O)n(-c2ccccc2)n1C	0	-0.6	0	10	-2	-4	0	-7
Nc1ncc(Br)cc1S(=O)(=O)NCCc1ccccc1	-14	1.3	-4	3	8	-5	-2	-5
CC1Cc2nc(SCC(=O)NCC3CCCO3)n(Cc3ccccc3)c(=O)c2S1 (centres undefined)	-6	-1.0	7	13	9	-9	1	-6
COC(=O)c1cc2sccc2n1Cc1nc(-c2ccc(Cl)cc2)oc1C	-11	1.2	18	18	11	0	-1	0
CNS(=O)(=O)c1ccc(CNC[C@H]2O[C@@H](n3cnc(C(N)=O)n3)[C@H](O)[C@@H]2O)cc1	-5	0.4	-1	6	4	x	0	x
C=CCNC(=O)C1CC(=O)N(c2ccc(OCC(=O)Nc3ccc(Cl)cc3)cc2)C1 (centres undefined)	12	-2.0	0	6	3	-9	0	-2
Cc1nn(-c2ccccc2)c(C)c1/C=C/C(=O)OCC(=O)Nc1ncc(C(F)(F)F)cc1Cl	1	0.4	-9	0	4	-3	-7	-4
COc1ccc(/C(C)=N/NC(=O)c2nnn(-c3nonc3N)c2-c2cccs2)cc1	x	-0.9	1	6	0	-2	0	-3
CCCC(=O)Nc1ccc(C(=O)N/N=C/c2ccc([N+](=O)[O-])o2)cc1	11	1.0	-12	-1	-13	-7	5	-4
CNc1nc2c(c(=O)n(C)c(=O)n2C)n1CCCc1ccccc1	23	15	-8	7	-4	-2	-2	-5
O=C(NCc1ccc(F)cc1)Nc1ccc(Cl)cc1	-21	38	7	0	-4	-6	1	-3
O=C(Nc1cccc(F)c1)C1CCCN(C(=O)c2ccc(Cl)cc2)C1 (centres undefined)	3	0.9	11	1	6	-12	-14	-1
O=C(NCc1ccccn1)c1cc2n(n1)C(C(F)(F)F)CC(c1ccco1)N2 (centres undefined)	6	-0.3	1	-1	0	-4	0	-3
Cc1cc(Nc2ccccc2F)n2ncnc2n1	4	-2.2	-5	9	3	-5	-2	0

An excerpt from above, showing only GRIN3A LBD mod:
| Structure | GRIN3A LBD mod |
| --- | --- |
| CNS(=O)(=O)c1ccc(CNC[C@H]2O[C@@H](n3cnc(C(N)=O)n3)[C@H](O)[C@@H]2O)cc1 | 0 |
| C=CCNC(=O)C1CC(=O)N(c2ccc(OCC(=O)Nc3ccc(Cl)cc3)cc2)C1 (centres undefined) | 0 |

The list goes on.
SMILES	Gli-Sufu antag	MPTP inh	EBI2 antag	CCR6 antagonist	CXCR6 inh	APOBEC3G inh	GRIN3A LBD mod	A3A deaminase
CC1(C)NC(=O)N(CCSc2ccc(Cl)cc2)C1=O	3	3.5	-6	4	3	-9	-2	1
COc1ccc(C)cc1NS(=O)(=O)c1ccc(-c2cnc(C3CC3)o2)cc1	66*	40	-9	21	1	-9	-10	-3
Cc1ccc(C(=O)N/C(=C\c2cccs2)C(=O)NCCCn2ccnc2)cc1	-2	0.2	4	21	-3	-10	-3	-1
COc1ccc(C(C(=O)NCC2CCCO2)N(Cc2ccco2)C(=O)c2snc(C(N)=O)c2N)cc1OC (centres undefined)	-30	-2.2	-13	-5	-2	-5	-2	0
COc1ccc(CN2CCNC(=O)C2CC(=O)NCC2CCOCC2)c(F)c1 (centres undefined)	4	-0.7	1	4	-18	-8	-1	-2
COc1ccc(/C=N/n2c(-c3cccs3)n[nH]c2=S)cc1	-9	2.6	4	0	6	21	-11	-10
COc1ccc(OCC(=O)NNC(=O)C(=O)N2CCCC2)cc1	38	0.3	1	0	-18	-4	-3	-5
O=C1CCc2cc(S(=O)(=O)NCCCC(=O)N3CCN(Cc4ccc5c(c4)OCO5)CC3)ccc2N1	15	-0.3	-13	8	-5	-10	-1	-4
Cc1cccc(NC(=O)c2ccccc2C(=O)O)c1	-2	3.0	7	16	2	1	-1	0
Cc1ccc(C)c(OCC(O)CN2C(C)CCCC2C)c1 (centres undefined)	7	1.9	-5	-19	-6	2	2	0
C=CCn1c(CCSCc2ccccc2)n[nH]c1=S	10	2.5	-1	-4	-6	32	2	18
N#CC1C(=N)Cc2ccccc2-c2ccccc21 (centres undefined)	-5	-0.8	-6	1	0	x	-10	x
O=C(O)c1cccc(S(=O)(=O)Nc2cccc(S(=O)(=O)N3CCCC3)c2)c1	-6	-1.2	-14	7	2	-2	1	6
COc1ccc(CCNC(=O)C(=O)NCC2OCCN2S(=O)(=O)c2ccc(C)cc2)cc1 (centres undefined)	-3	0.2	1	-3	1	-4	0	-5
O=C(NCc1ccco1)c1ccc(CS(=O)Cc2cccc(Cl)c2)o1 (centres undefined)	2	0.3	-11	2	7	-6	-2	-5
CCC(C)NS(=O)(=O)c1ccc(OCC(=O)NCc2ccc3c(c2)OCO3)cc1 (centres undefined)	2	-0.6	22	-4	11	-4	-1	-3
COc1cc(C(=S)N(C)C)ccc1O	3	1.8	-3	-2	-5	37	2	3
Cc1ccc(OCC(=O)N(Cc2cccs2)C2CCS(=O)(=O)C2)cc1 (centres undefined)	6	0.8	-4	-1	4	1	0	2
O=C(O)CCCC(=O)Nc1ccc(N=Nc2ccccc2)cc1	-5	3.1	8	18	9	-1	0	1
O=C(NCCC1CCCCN1S(=O)(=O)c1ccc(F)cc1)C(=O)NC1CC1 (centres undefined)	0	-0.7	-6	4	-2	-6	0	-2
Cc1c(NC(=O)c2cc(-c3ccc(Cl)s3)nc3ccccc23)c(=O)n(-c2ccccc2)n1C	2	-1.9	-5	6	13	-6	1	2
CCOC(=O)c1c[nH]c2c(C(=O)c3ccccc3)cc(Cl)cc2c1=O	34	1.3	10	14	-1	x	-5	x
COCCCn1c(=O)c2sccc2n2c(CCCC(=O)NCc3ccc(OC)cc3)nnc12	-9	0.3	-18	-3	3	1	0	2
CC(=O)N(C)c1ccc(NS(=O)(=O)Cc2ccccc2)cc1	-1	1.3	-9	1	4	-5	-2	0
O=C(NNS(=O)(=O)c1ccccc1)C(O)(c1ccccc1)c1ccccc1	-1	-6.5	3	9	0	4	-3	5
c1ccc(-c2nnc3ccc(N4CCCC4)nn23)cc1	-3	-0.2	-1	7	10	-5	-1	-1
Cc1cccc(-c2nc(S(=O)(=O)c3ccc(F)cc3)c(NCCCN3CCOCC3)o2)c1	26	-1.0	0	1	5	-14	-4	-2
C/C(O)=C(\N=Nc1cc(C)ccc1O)C(N)=O	8	1.4	12	11	2	-5	-2	-5
O=C(Nc1cccc(F)c1)C1CCCN(S(=O)(=O)c2cnc[nH]2)C1 (centres undefined)	-2	-3.0	2	-4	8	-5	0	-3
Cc1ccc(/C=N/NC(=O)c2nnn(-c3nonc3N)c2CN(C)C2CCCCC2)cc1	8	-0.9	8	-4	2	-7	4	-4
O=C(NC(=S)Nc1ccccn1)c1ccco1	-46	-1.0	2	21	15	-5	-3	-4
CCOc1ccc(N(CC(=O)NC2CCCC2)C(=O)CSc2nnc(COc3ccccc3)o2)cc1	0	2.9	11	-4	2	-4	4	-1
O=C(CSc1nnc(Cc2ccccc2)n1-c1ccc(Cl)cc1)N1CCOCC1	5	0.3	-12	7	1	5	-1	-4
COc1cc(C(=O)N2CCC3(CC2)NCCc2[nH]cnc23)cc(OC)c1OC	-3	-1.2	-6	-5	10	-3	-2	-4
CC(C)NC(=O)COC(=O)c1ccc(Oc2ccccc2)cc1	-2	-3.2	-8	0	-3	-1	1	2
O=C(NCCC(=O)N1CCCCC1)c1ccc(Br)cc1	-33	-0.3	-4	-1	-5	-4	1	-1
Cc1cc(C(=O)NCc2cc(C(=O)O)oc2C)c(C)o1	-1	-0.5	5	3	-7	-3	1	-2
CCOc1ccc(C(=O)Nc2cccc3cccnc23)cc1	22	1.2	-1	10	4	-9	-1	-2
COc1cc(-c2[nH]ncc2CN2CCc3sccc3C2)cc(OC)c1OC	1	-1.6	0	13	2	0	2	4
COc1ccc2oc(C(=O)OCC(=O)N3CCN(C(C)=O)CC3)c(C)c2c1	-7	-0.6	-7	-9	-7	-12	2	4
COc1ccc(C(C#N)N2CCCCC2)cc1OC (centres undefined)	8	-0.7	-2	8	1	-6	0	-1
O=C(NC1(C(F)(F)F)N=C(c2ccccc2)NC1=O)c1ccc(Cl)cc1Cl (centres undefined)	8	-1.9	5	-24	6	2	-2	4
N#CC1=C(N)Oc2cc(O)ccc2C1C1CCCCC1 (centres undefined)	47	3.6	0	2	-3	-4	12*	-4
Cc1cccc(-n2ccc(=O)c(C(=O)O)n2)c1	-13	-0.7	2	-1	5	-8	-1	-3
COc1ccc2[nH]c(=O)c(CN(Cc3ccccc3OC)Cc3nnnn3CC3CCCO3)cc2c1 (centres undefined)	3	1.3	-1	10	1	-7	-20	-3

As entered above.
Result of `COc1ccc2oc(C(=O)OCC(=O)N3CCN(C(C)=O)CC3)c(C)c2c1` in MPTP inh: -0.6
Result of `O=C(NC1(C(F)(F)F)N=C(c2ccccc2)NC1=O)c1ccc(Cl)cc1Cl` (centres undefined) in CXCR6 inh: 6
Result of `O=C(CSc1nnc(Cc2ccccc2)n1-c1ccc(Cl)cc1)N1CCOCC1` in A3A deaminase: -4

Next section.
SMILES	Gli-Sufu antag	MPTP inh	EBI2 antag	CCR6 antagonist	CXCR6 inh	APOBEC3G inh	GRIN3A LBD mod	A3A deaminase
CC(C)(C)NC(=O)C(c1ccc(OCC(N)=O)cc1)N(C(=O)c1cccnc1)C1CC1 (centres undefined)	-9	-1.0	4	-1	2	-2	1	1
CCC(C)CCN1C(N(C)C)=NC[C@@H]1C (some centres undefined)	3	-0.5	-7	1	7	-2	1	0
CCOC(=O)c1cc(C(=O)NC(C)c2ccccc2)c(=O)[nH]c1C (centres undefined)	-16	3.0	-5	11	-9	-2	-3	-1
O=C(c1ccccc1F)N1CCN(S(=O)(=O)c2ccc(S(=O)(=O)N3CCCCC3)cc2)CC1	7	0.7	-6	3	7	-5	3	-2
COc1ccc(Br)cc1CNC(=O)CCc1nc(-c2ccc(C)cc2)no1	-2	-3.1	15	1	-4	-7	-24	-1
O=C(C1CCN(S(=O)(=O)c2cnc[nH]2)CC1)N1CCN(c2ncccn2)CC1	0	0.3	-7	-19	-2	3	-2	3
COc1cccc(NC(=O)C2CCCN2S(=O)(=O)c2ccc3c(c2)n(C)c(=O)c(=O)n3C)c1 (centres undefined)	0	-1.0	-11	16	3	-3	-1	-1
O=C(N/N=C1\CCCc2ccccc21)c1ccccc1[N+](=O)[O-]	8	-0.2	-12	-1	-8	-1	-1	-3
COc1ccc(C(=O)CC(=O)C(=O)Nc2ccccc2C(F)(F)F)cc1	-2	2.8	-2	48	26	-8	0	-6
CC(CC(=O)OCC(=O)Nc1ccc2[nH]c(=O)[nH]c2c1)c1ccccc1 (centres undefined)	-10	0.3	2	5	-3	13	1	6
Cc1ccc(CNC(=O)CSc2nc3n[nH]c(C)c3c(=N)n2-c2cccc(C)c2)cc1	5	-1.8	10	4	0	0	-7	1
COC(=O)C1CC(c2c(OC)cc(OC)cc2OC)=NO1 (centres undefined)	2	0.3	-9	3	2	-3	2	-2
CCCCNC(=S)Nc1ccc(F)cc1	9	5.4	-6	7	4	-5	1	-5
COc1ccccc1-c1ccc(C(=O)O)o1	-22	0.1	-10	-3	6	0	-2	-3
CC(C)Oc1ccc(N2CC(C(=O)OCC(=O)NCc3ccccc3)CC2=O)cc1 (centres undefined)	0	-0.4	-6	8	0	-4	2	-2
